Screening results (PubChem BioAssay)
HTR5A ag: counter-screen for OPRM1-OPRD1 agonists: human HTR5A agonism; 0.61% of 340,000 active; P47898; HTR5A agonist assay, luminescence, cell-based; activation, % at 9.3 µM; in the data active = activation mostly above about 9.5%, no sharp cut-off; inactive = mostly below about 7.6%;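 note: 0% = cells with vehicle only and 100% = reference agonist; strong numbers were not always called active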
Wnt act: activators of Wnt/beta-catenin signaling | Wnt/beta-catenin reporter cell assay, activator, plate reader | activation, % at 9.35 µM | 1.2% of 300,000 active | AID 743398; in the data active = activation above about 30%, passing the limit was not always enough; inconclusive = no clear call, values can overlap the other calls;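 note: 0% = neutral control wells and 100% = positive control wells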
SR-BI HDL uptake: inhibitors of mouse SR-BI mediated HDL lipid uptake. Q61009. ldlA[mSR-BI] CHO cells, DiI-HDL uptake fluorescence, 3 h. inhibition, % at 12.5 µM. 0.96% of 320,000 active. AID 488896;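 active = mean replicate inhibition of at least 70% and a set share of replicates each scoring 70 or more; inconclusive = meets just one of the two criteria; inactive = fails both criteria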;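 note: 0% = median of neutral control wells and 100% = median of positive control wells; values of inactives mirror those of a sister screen read the other way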
dFosB act: activators of mouse delta FosB homodimer; P13346; purified delta FosB, TAMRA-CDK5 oligo fluorescence polarization; percent of positive-control signal above neutral wells; activation, % at 25 µM; 0.99% of 340,000 active; AID 493131;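 active = mean activation above about 17%, with every replicate also reaching it, limit read from the data, passing the limit was not always enough; inconclusive = only one of the two conditions met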;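 note: fluorescence polarization rise as delta FosB binds a TAMRA Cdk5 AP-1 oligo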
SR-BI DiI-HDL act: enhances SR-BI lipid uptake from DiI-HDL | CHO ldlA[mSR-BI] cells, DiI-HDL uptake fluorescence, 3 h; 100 = double the neutral-control signal | activation, % at 12.5 µM | 0.096% of 320,000 active | AID 504775;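 active = mean replicate activation of at least 60% and every replicate at or above 60%; inconclusive = mean or all-replicate condition met, but not both; inactive = mean below 60% and not all replicates reaching 60%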;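 note: 0% = median plate neutral-control signal and 100% = twice that signal; values of inactives mirror those of a sister screen read the other way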
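Assay system: CHO ldlA[mSR-BI] cells, LDL receptor-null, SR-BI overexpressing; medium: Ham's F12 with 0.5% BSA, HEPES 25 mM, pH 7.4; also added: DiI-HDL 10 µg/mL; timing: 3 h uptake period with compound, 37 °C; signal: DiI fluorescence, bottom read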
Rtt109 HAT inh: inhibitors of Candida albicans Rtt109/Vps75 histone acetyltransferase. Q5AAJ8. purified Rtt109/Vps75, ThioGlo CoA-SH fluorescence, 4 h. inhibition, % at 34.9 µM. 0.16% of 330,000 active. AID 540336;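 active = inhibition of at least 50% in every replicate; inconclusive = best replicate reaches 50% inhibition but some replicates fall short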
Target sequence (Q5AAJ8 whole entry, looked up): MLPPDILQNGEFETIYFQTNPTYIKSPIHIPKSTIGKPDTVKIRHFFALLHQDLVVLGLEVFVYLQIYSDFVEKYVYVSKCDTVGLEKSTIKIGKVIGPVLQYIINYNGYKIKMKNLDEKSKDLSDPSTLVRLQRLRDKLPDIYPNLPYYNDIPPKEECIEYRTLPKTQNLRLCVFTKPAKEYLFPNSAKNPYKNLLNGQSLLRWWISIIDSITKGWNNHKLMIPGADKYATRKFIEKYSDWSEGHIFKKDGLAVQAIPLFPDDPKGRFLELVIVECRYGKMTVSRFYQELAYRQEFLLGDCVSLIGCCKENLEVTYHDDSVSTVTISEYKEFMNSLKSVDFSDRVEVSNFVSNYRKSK
PvdQ inh: blocks Pseudomonas aeruginosa PvdQ acylase activity; purified PvdQ acylase, fluorescence plate reader; AID 488965; 0.063% of 340,000 active; inhibition, % at 10 µM; in the data active = inhibition above about 30%, passing the limit was not always enough; inconclusive = no clear call, values can overlap the other calls;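 note: 0% = vehicle neutral wells and 100% = reference inhibitor wells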
cardiac RTF act: increases calcium sensitivity of human cardiac regulated thin filaments | activation, % at 7.2 µM | IANBD-labeled TnC RTF fluorescence at EC20 calcium; 0% EC20 calcium, 100% full calcium | AID 493008 | 0.24% of 340,000 active;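 active = activation above the mean over all tested compounds plus 3 SD, cut at about 30% in these data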;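 note: rise in fluorescence read as greater calcium sensitivity of cardiac thin filaments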
CDK5 p35 inh: blocks human CDK5/p35 kinase activity | inhibition, % at 10 µM | Recombinant CDK5/p35, ADP-Glo luminescence, 60 min | 0.01% of 330,000 active | Q00535+Q15078;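 active = highest replicate inhibition of at least 50% and at least 75% of replicates reaching 50%; inconclusive = only one of the two criteria met; inactive = both criteria failed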;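 note: plate controls were DMSO neutral control for no effect and GW8510 at 10 µM for full effect; many of its hits are not listed in these tables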
Target sequence (Q00535 whole entry, looked up): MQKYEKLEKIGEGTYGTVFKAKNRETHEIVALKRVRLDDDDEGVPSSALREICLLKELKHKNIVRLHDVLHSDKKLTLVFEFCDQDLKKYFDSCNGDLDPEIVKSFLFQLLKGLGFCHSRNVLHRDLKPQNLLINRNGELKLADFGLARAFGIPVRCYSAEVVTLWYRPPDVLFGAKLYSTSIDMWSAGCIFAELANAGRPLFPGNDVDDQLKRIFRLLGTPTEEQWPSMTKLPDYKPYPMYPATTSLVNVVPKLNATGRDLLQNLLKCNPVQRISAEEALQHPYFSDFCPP
Target sequence (Q15078 whole entry, looked up): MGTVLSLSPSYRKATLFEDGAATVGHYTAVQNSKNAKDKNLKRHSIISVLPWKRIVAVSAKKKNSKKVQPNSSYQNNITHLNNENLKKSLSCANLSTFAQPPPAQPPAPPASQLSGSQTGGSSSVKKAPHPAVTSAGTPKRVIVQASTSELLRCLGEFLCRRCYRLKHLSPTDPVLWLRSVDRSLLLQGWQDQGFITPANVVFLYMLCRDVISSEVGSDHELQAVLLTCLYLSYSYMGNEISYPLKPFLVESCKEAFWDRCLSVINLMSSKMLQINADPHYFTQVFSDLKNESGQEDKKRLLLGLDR
MITF act: MITF TRPM1 promoter activation in melanoma cells; SK-MEL-5 TRPM1-promoter luciferase, 24 h; % of positive control, neutral wells = 0; activation, % at 12.5 µM; 0.75% of 300,000 active; AID 588334;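 active = mean activation of at least 80% with every replicate also reaching 80%; inconclusive = mean reaches 80% but some replicate falls short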;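 note: 0% = neutral control wells and 100% = parthenolide positive control wells; values of inactives mirror those of a sister screen read the other way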
An asterisk follows results filed as active; ? = inconclusive; . = no result given.

SMILES	HTR5A ag	Wnt act	SR-BI HDL uptake	dFosB act	SR-BI DiI-HDL act	Rtt109 HAT inh	PvdQ inh	cardiac RTF act	CDK5 p35 inh	MITF act
COC(=O)c1ccc2c(=O)n(CCN3CCOCC3)c(SCC(=O)C(C)(C)C)nc2c1	-2	.	-4	-16	4	.	-5	-1	-1.0	.
O=C(OCC(=O)N1CCN(C(=O)c2ccco2)CC1)c1ccc(Cl)nc1	-2	-2	-5	5	5	-1	-11	-2	0.2	6
CCCCNC(=O)c1ccccc1Cl	2	7	-10	2	10	-20	-13	8	0.7	.
Cc1ccccc1NC(=O)c1cccc(NC(=O)c2ccco2)c1	9	0	14	1	-14	0	-11	-3	-1.9	.
COC(=O)c1c(-c2c(Cl)cccc2Cl)noc1C(=O)NN	-3	3	-9	-1	9	0	-14	-1	1.1	.
CCN(c1ccccc1)S(=O)(=O)c1ccc(C(=O)Nc2ccncc2)cc1	4	-6	9	-8	-9	24	5	-4	-0.2	-14
COc1ccc(CCNC(=O)COc2cc(C)cc3oc(=O)c(C)c(C)c23)cc1OC	3	0	6	-2	-6	-2	-16	3	0.1	.
COc1ccc(C2Nc3ccccc3C(=O)N2NS(=O)(=O)c2ccc(C)cc2)cc1OC (stereo not drawn)	-4	-1	.	-1	.	-43	-4	9	-0.4	3
CN(C)S(=O)(=O)c1ccc(C(=O)NCC2(N3CCCCC3)CCCCC2)cc1	-5	-1	8	-2	-8	7	-19	-2	1.2	-7
CCCn1c(=O)c2[nH]c(-c3ccc(S(=O)(=O)O)cc3)nc2n(CCC)c1=O	1	2	-12	-3	12	1	23	-1	-0.4	14
COc1ccc(OC)c(C(=O)c2ccc(C(=O)O)cc2)c1	-5	.	-6	-2	6	2	7	-1	2.2	-7
O=C(COC(=O)CNC(=O)c1ccc(Cl)cc1Cl)NC1CCCCC1	5	1	18	-9	-18	-7	1	3	0.7	17
CC1CCN(C2(O)C(=O)Nc3ccc(Br)cc32)CC1 (stereo not drawn)	-4	0	1	-8	-1	0	14	-2	1.2	-7
O=C(Nc1nncs1)c1cccnc1Cl	0	.	7	-2	-7	-8	5	-5	-0.8	-13
CCOc1ccc(NC(=S)N(CCCN2CCOCC2)Cc2cn(C)c3ccccc23)cc1	4	2	21	-4	-21	12	6	2	-0.5	-10
COC(=O)c1cccc(NC(=S)NCc2ccco2)c1	1	0	-23	5	23	-4	6	-6	0.7	14
Cn1c(NC(=O)Cc2cccs2)cc(=O)n(C)c1=O	19*	-3	-10	8	10	0	-14	-4	0.4	-1
Cc1c(NC(=O)C2CC(c3ccc(F)cc3)=NO2)c(=O)n(-c2ccccc2)n1C (stereo not drawn)	11	-3	-28	2	28	-6	-10	8	1.9	.
Cc1ccc(C)c(N2CCN(S(=O)(=O)c3ccc4c(c3)CCN4C(=O)CCC(=O)O)CC2)c1	-6	-1	-9	6	9	-3	-15	-4	0.5	-5
O=C(NCN1CCc2ccccc2C1)c1ccccc1	5	0	8	-2	-8	-5	2	-2	-0.9	-1
COc1cccc(CNn2cnnc2)c1OCc1ccccc1F	0	.	18	-6	-18	2	-9	-2	-0.9	16
COc1cccc(OC)c1C(=O)NC(=S)N1CCCCC1c1cccnc1 (stereo not drawn)	3	-2	-6	-4	6	-7	-7	0	-0.1	-2
COc1ccc(-n2c(N)c(C(=O)NCc3cccnc3)sc2=S)cc1	-1	.	10	-8	-10	0	-8	1	-2.0	-3
O=C(C#Cc1ccccc1)Nc1cccc(F)c1	1	-4	10	-16	-10	-6	-13	6	-0.6	.

Some of these compounds in order of heavy-atom count, ascending:
SMILES	HTR5A ag	Wnt act	SR-BI HDL uptake	dFosB act	SR-BI DiI-HDL act	Rtt109 HAT inh	PvdQ inh	cardiac RTF act	CDK5 p35 inh	MITF act
O=C(C#Cc1ccccc1)Nc1cccc(F)c1	1	-4	10	-16	-10	-6	-13	6	-0.6	.
COC(=O)c1cccc(NC(=S)NCc2ccco2)c1	1	0	-23	5	23	-4	6	-6	0.7	14
Cc1ccc(C)c(N2CCN(S(=O)(=O)c3ccc4c(c3)CCN4C(=O)CCC(=O)O)CC2)c1	-6	-1	-9	6	9	-3	-15	-4	0.5	-5

(more compounds)
SMILES	HTR5A ag	Wnt act	SR-BI HDL uptake	dFosB act	SR-BI DiI-HDL act	Rtt109 HAT inh	PvdQ inh	cardiac RTF act	CDK5 p35 inh	MITF act
CC(C)(C)c1ccc(-n2ncc3c2CCCC3NC(=O)C2=NNC(=O)CC2)cc1 (stereo not drawn)	0	-1	-4	-5	4	-8	3	-3	0.1	-17
Fc1ccccc1N1CCN(C2CCN(Cc3c[nH]c4ccccc34)CC2)CC1	1	.	-32	-17	32	10	-13	-1	2.4	-22
Cc1ccccc1C(=O)Oc1cccc2c(O)cccc12	8	-1	13	3	-13	-5	-4	-7	-0.8	.
CCCCCCCCCCOC(=O)C[N+](C)(C)C/C=C(/C)Cl	4	-4	-2	6	2	25	-10	-2	3.6	-5
COc1cccc(CNC(=O)C2CC(=O)N(c3ccc4c(c3)OCCO4)C2)c1 (stereo not drawn)	4	-1	-6	-1	6	8	6	-2	2.2	6
CCC1CC(/C(C)=N/NC(N)=O)OC1=O (stereo not drawn)	5	-1	-15	-7	15	2	-12	4	-0.7	9
O=C(COC(=O)c1cccnc1Cl)NCc1ccc2c(c1)OCO2	-1	-1	5	8	-5	4	16	-2	-1.0	6
Cc1[nH]n(-c2ccccc2)c(=O)c1Sc1ccc(Cl)cc1	-4	.	-16	3	16	2	-10	0	-7.5	-4
CCN1CCc2c(sc(NC(=O)CN3C(=O)c4ccccc4C3=O)c2C(N)=O)C1	-2	0	-6	11	6	-21	-5	-1	0.1	12
CC1(C)OC(=O)CC1C(=O)NCc1ccccc1 (stereo not drawn)	5	-2	19	-4	-19	1	2	-6	-3.0	10
O=C(COc1ccc(Cl)cc1)NCCNC(=O)c1ccccn1	4	1	-11	-9	11	-6	-4	0	-0.2	-6
Cc1cc2c(C)nc(-c3ccccc3)nc2o1	3	49*	0	-5	0	2	9	-3	-3.4	77
O=C(O)CCC(NC(=O)c1cncc(O)c1)C(=O)O (stereo not drawn)	-2	.	13	1	-13	-9	-12	0	0.1	.
COc1ccc(CC(=O)Nc2cc(S(=O)(=O)N3CCOCC3)ccc2N2CCCC2)cc1OC	0	0	-7	1	7	7	22	6	-0.7	-4
CCN(CCN(C)C)C(=O)C1CCN(S(=O)(=O)c2c(C)noc2/C=C/c2ccccc2F)CC1	0	1	25	-1	-25	-3	-15	1	.	-47
Cc1ccc(NC(=O)c2ccc([N+](=O)[O-])o2)c(C)c1	2	6	-13	-13	13	11	4	-1	0.2	-25
COc1cccc(NC(=S)Nc2cccc3ccccc23)c1	7	12	38	-9	-38	-7	3	2	1.4	15
Cc1ccccc1NC(=O)OCc1cccnc1Sc1ccc(Cl)cc1	-4	-2	-2	-6	2	-6	-12	4	1.9	-1
O=C1C2CCC(C(O)C2)N1Cc1ccccc1 (stereo not drawn)	-1	4	-15	2	15	-3	-13	6	-0.4	.
CCOC(=O)C1C(=O)CC(C)(O)C(C(=O)OCC)C1c1ccc([N+](=O)[O-])cc1 (stereo not drawn)	-1	-2	.	1	.	-9	-1	1	0.5	2
Cc1c(O)cc2c(c1O)C(=O)CC(c1ccc(O)cc1)O2 (stereo not drawn)	0	-2	-28	-15	28	-7	-10	2	1.5	.
Cc1cc(NC(=O)/C(C#N)=C/c2ccc(-c3ccc(SC(F)F)cc3)o2)n(-c2ccccc2)n1	1	-5	67	?	-67	-20	-9	22	0.6	7
CC(OC(=O)C1CCCCC1)C(=O)Nc1cccc(Cl)c1 (stereo not drawn)	5	0	-5	-5	5	1	-5	2	-0.2	-6
CCOc1ccc(CN(C)CC(=O)Nc2cccc(S(=O)(=O)N(C)c3ccccc3)c2)cc1	-1	-2	33	-6	-33	10	-18	2	0.4	3
Cc1cc(CCNC=O)c(C)c2c1oc1ccccc12	-1	24	4	-26	-4	0	-4	5	-0.2	45
COc1ccccc1OCC(=O)OCn1c(SC)nnc(C)c1=O	1	.	-5	-8	5	7	-4	0	-1.1	8
CC1CCCCN1CCNC(=O)C1CCCN(S(=O)(=O)c2cccc3nsnc23)C1 (stereo not drawn)	-1	-2	-9	-12	9	6	-9	1	-0.1	8
O=C(COC(=O)C12CC3CC(CC(O)(C3)C1)C2)NC(=O)NCc1ccco1	4	.	9	-7	-9	6	-2	-2	-0.9	4
CC(C)NC(=O)CNc1ccc(C(F)(F)F)cc1[N+](=O)[O-]	-6	1	17	1	-17	1	0	-1	-2.4	-2
Fc1cccc(Cl)c1CN1CCN(c2nc3ccccc3s2)CC1	-1	27	-40	-3	40	0	-4	-6	-0.6	77
CC1CN(C(=O)COc2ccc3ccccc3c2)CC(C)O1 (stereo not drawn)	8	-5	10	-3	-10	3	-12	4	-0.1	-7
CCCCCN(C(=O)CCC(=O)OCc1ccccc1C)c1c(N)n(CCCC)c(=O)[nH]c1=O	1	-3	17	-4	-17	1	6	-2	1.4	1
CC(C)(CNC(=O)Cc1ccc(NS(=O)(=O)c2cccc(C(F)(F)F)c2)cc1)N1CCOCC1	3	2	-21	-2	21	-2	-7	-2	0.5	-2
CCN(CC)C(=O)CCC(=O)Nc1ccc(C(=O)OC)cc1	6	-1	-3	1	3	-10	6	-1	0.1	3
O=C(COC(=O)CCc1nc2ccccc2c(=O)[nH]1)NC(=O)NC1CCCC1	5	.	-8	-3	8	0	-15	3	-0.3	-12
CCCS(=O)(=O)N1CCN(C(=O)COc2ccc(OC)cc2)CC1	-2	-6	-6	-3	6	-10	2	1	2.1	-1
CN(C)c1ccc(C=Nc2ccccc2C(N)=O)cc1	11	.	4	-5	-4	0	-12	0	-0.4	.
Cc1nc(C)c(C(=O)C2=C(O)C(=O)N(CCN3CCOCC3)C2c2cccnc2)s1 (stereo not drawn)	3	.	-5	-2	5	-2	-6	0	-0.8	8
CCOC(=O)CN1C(=O)/C(=C2\SC(=S)N(NC(=O)c3cccnc3)C2=O)c2ccccc21	-3	-1	3	1	-3	7	7	-4	0.0	.
COc1cc(C(=O)NCCc2cn3ccc(C)cc3n2)cc(OC)c1OC	1	-3	4	-13	-4	2	14	-4	1.6	.
Oc1oc(-c2ccco2)nc1C=Nc1ccccc1	8	0	10	-8	-10	.	6	4	1.3	63
O=C(CSc1ccc(S(=O)(=O)N2CCOCC2)cn1)Nc1ccc(F)c(F)c1	6	-4	7	5	-7	-1	-7	0	-0.4	-8
CCCOC(=O)c1c(N)sc2c1CCC2	-2	-7	-4	-11	4	1	5	7	0.1	.
CC(=O)Nc1nc(=S)n(-c2ccccc2)[nH]1	-2	.	7	2	-7	-6	5	1	1.3	-1
Oc1cccc(C=NCc2ccccc2)c1O	-2	1	-1	-10	1	-5	6	1	-1.5	.
Nn1c(SCC(=O)NC2CCCCC2)nnc1-c1ccc(Cl)cc1	4	.	24	-3	-24	1	-8	0	-0.9	.
